# TrxR1 substrate = is turned over as a substrate by rat TrxR1; O89049; purified TrxR1 substrate turnover, NADPH consumption readout; Potency, µM (doses to about 114 µM), without a hit: at the top dose activity change, negative = substrate turnover; actives 0.01% (n = 390,000); note: potency is the fitted concentration of half-maximal effect; % is set by controls: 0 for no effect and ±100 for the full control effect; nearly all actives have a fitted effect of over 50% in size
# Target sequence (O89049 whole entry, looked up): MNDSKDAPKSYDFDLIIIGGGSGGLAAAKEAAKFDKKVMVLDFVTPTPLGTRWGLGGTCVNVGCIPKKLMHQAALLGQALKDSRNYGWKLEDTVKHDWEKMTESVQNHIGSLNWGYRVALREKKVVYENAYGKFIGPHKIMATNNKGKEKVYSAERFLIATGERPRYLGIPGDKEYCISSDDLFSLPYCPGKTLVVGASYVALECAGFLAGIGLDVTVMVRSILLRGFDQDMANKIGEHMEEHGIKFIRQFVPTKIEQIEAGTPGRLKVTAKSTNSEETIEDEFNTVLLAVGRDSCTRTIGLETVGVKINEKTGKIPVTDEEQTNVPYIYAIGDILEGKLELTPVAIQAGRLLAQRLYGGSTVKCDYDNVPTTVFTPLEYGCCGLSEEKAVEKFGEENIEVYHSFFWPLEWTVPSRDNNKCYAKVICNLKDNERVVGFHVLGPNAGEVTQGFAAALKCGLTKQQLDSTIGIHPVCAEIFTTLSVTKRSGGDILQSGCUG
#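 Rat TrxR1, dispensed at 90 nM, was prereduced with 400 uM NADPH (final) for 5 min at ~22 deg C, then incubated with compound 15 min before 400 uM selenite. A first-read NADPH fluorescence drop versus no-compound background flagged substrates.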
# TRHR agonist = agonists of human TRH receptor; P34981; TRHR cells, calcium flux fluo-8, FDSS agonist mode; activation, % at 2 µM; actives 0.18% (n = 360,000); in the data active = activation above about 30%; note: 0% is about no effect
#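 Steps: seed TRHR cells overnight; add fluo-8 no-wash Ca dye, RT 30 min–1.5 h; record 10 s baseline; pin-transfer compounds; monitor fluorescence 1 cycle/s for the agonist window. Calcium increases flag candidate agonists.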
# D2 antag = D2 dopamine receptor (human) antagonism | P14416 | HEK293 TREx D2 cells, calcium flux, dopamine EC80 | inhibition, % at 10 µM | actives 2% (n = 340,000); in the data active = inhibition above about 30%; note: 0% is about no effect
# Target sequence (P14416 whole entry, looked up): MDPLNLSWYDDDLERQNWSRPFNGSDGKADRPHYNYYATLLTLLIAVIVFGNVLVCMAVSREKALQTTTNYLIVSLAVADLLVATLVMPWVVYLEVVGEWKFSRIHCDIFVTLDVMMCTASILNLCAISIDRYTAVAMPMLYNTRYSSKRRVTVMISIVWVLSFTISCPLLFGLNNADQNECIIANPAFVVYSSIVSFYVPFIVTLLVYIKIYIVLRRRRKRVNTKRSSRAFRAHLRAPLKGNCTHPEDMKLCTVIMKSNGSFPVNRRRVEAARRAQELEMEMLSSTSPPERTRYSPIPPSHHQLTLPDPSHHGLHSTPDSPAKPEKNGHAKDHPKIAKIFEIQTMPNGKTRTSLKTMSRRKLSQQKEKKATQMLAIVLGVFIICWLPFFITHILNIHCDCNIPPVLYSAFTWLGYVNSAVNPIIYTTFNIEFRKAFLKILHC
#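 Read-out: kinetic calcium fluorescence (1 cycle/s) in inducible HEK293 T-REx D2 cells after an EC80 dopamine addition that followed 180 s compound preincubation. Loss of the dopamine response indicates antagonism.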
# D2 agonist = activates the human D2 dopamine receptor. activation, % at 2 µM. HEK293 T-REx D2 cells, calcium flux agonist mode. actives 0.53% (n = 340,000);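 active = activation over 3 SD above normal in the single-dose calcium agonist read, cut at about 30% in these data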; note: 0% is about no effect
#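 In this primary screen, compounds producing a positive calcium signal within 180 s of addition to tetracycline-induced, force-coupled HEK293 Trex D2 cells are flagged; cells are dye-loaded with a no-wash calcium kit beforehand.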
# rTrxR1 inhibitor = blocks rat thioredoxin reductase 1; O89049; recombinant rTrxR1, NADPH fluorescence consumption, selenite substrate; Potency, µM (top dose mostly 114 µM), for inactives: at the highest dose activity change, negative = inhibition, usual class: inhibitors; actives 1% (n = 390,000); AID 588453; note: potency is the fitted concentration of half-maximal effect; % is set by controls: 0 for no effect and ±100 for the full control effect; nearly all actives have a fitted effect of over 65% in size
#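 Rat TrxR1 (90 nM in the dispensed reagent) was pre-reduced with 400 uM NADPH for 5 min at room temperature, then incubated with compound for 15 min. After 400 uM selenite was added, NADPH fluorescence (Ex 340/Em 450 nm) was followed for 8 min.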
# mIDH1 inhibitor = blocks human mutant IDH1 R132H enzyme; IDH1-R132H enzyme, NADPH consumption, diaphorase/resazurin fluorescence; Potency, µM (titrated, usually from 76.6 µM), without a hit: at the top dose activity change, negative = inhibition, most hits filed as inhibitors; O75874; actives 0.093% (n = 390,000); note: potency is the fitted concentration of half-maximal effect; % is set by controls: 0 for no effect and ±100 for the full control effect; nearly all actives have a fitted effect of over 65% in size
#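 IDH1-R132H (0.5 ug/mL) preincubated 30 min with compound, then NADPH (0.016 mM) and alpha-KG (2 mM) added; 80 min at RT, pH 7.5. Remaining NADPH coupled via diaphorase/resazurin to fluorescence (540/590 nm); concentration-response curves normalized to no-enzyme control.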
# Pin1 inh = blocks the human prolyl isomerase Pin1 | Q13526 | Pin1 FP peptide displacement, HiFluor488, 10 min | Potency, µM (titrated, usually from 115 µM), without a hit: at the highest dose activity, negative = inhibition, most hits filed as inhibitors | actives 0.009% (n = 390,000) | AID 504891; active = well fitted inhibition curve with a large enough effect in the polarisation, with a control signal flat, not every such curve was filed as active; inconclusive = small, poorly fitted or top-dose-only effect, or effect the other way, or a change in a side signal; inactive = no such curve, though single readings can be large or run the other way; the % refers to the polarisation; note: potency is the fitted concentration of half-maximal effect; % is set by controls: 0 for no effect and ±100 for the full control effect
# TRHR enhancer = allosteric enhancers of human TRH receptor; TRHR cells, fluo-8 calcium fluorescence, EC20 TRH enhancement; actives 0.66% (n = 360,000); P34981; enhancement, % at 2 µM; in the data active = enhancement above about 30%; note: 0% is about no effect
#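 TRHR-expressing cells loaded with fluo-8 calcium dye were read kinetically (ex 480/em 530) during compound addition, then stimulated with an EC20 of TRH (10 nM final). Enhancement of the Gq-mediated intracellular calcium response was scored.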
# USP1 inh = USP1/UAF1 (human) deubiquitinase inhibition | recombinant USP1/UAF1, Ub-Rhodamine cleavage fluorescence | actives 0.23% (n = 390,000) | Potency, µM (titrated, usually from 57.1 µM), for inactives: at the top dose activity change, negative = inhibition, most hits filed as inhibitors | O94782; note: potency is the fitted concentration of half-maximal effect; % is set by controls: 0 for no effect and ±100 for the full control effect; nearly all actives have a fitted effect of over 60% in size; inactives centre near -12
#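 USP1/UAF1 complex at 1 nM was preincubated with compound for 15 min at room temperature, then Ub-Rho substrate (150nM final) was added. Fluorescence (480/540 nm) was read kinetically, 6 reads every 60 seconds.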
# Numbers without * were called inactive; ? = inconclusive; nt = no result given; & = joins results of further samples; [ ] = dose if it differs, or a comment. Unless noted, calls come from the whole dose curve; as a rule, active = well fitted inhibition curve with a large enough effect; inconclusive = small, poorly fitted or top-dose-only effect; inactive = no such curve, though single readings can be large or run the other way. A portion of the library; count on the stated rates, not on these rows.
SMILES,TrxR1 substrate,TRHR agonist,D2 antag,D2 agonist,rTrxR1 inhibitor,mIDH1 inhibitor,Pin1 inh,TRHR enhancer,USP1 inh
O=C(COc1ccc(Cl)cc1)NCC(c1ccco1)S(=O)(=O)c1ccccc1 (stereo not drawn),-1%[57.1 µM],-0.4,nt,nt,-1%[57.1 µM],8%,1%,0,-11%
COc1ccc(C(=O)Oc2cc(/C=N/NS(=O)(=O)c3ccc(C)cc3)ccc2OC)cc1,-1%,-0.1,0,-1.1,8%,-5%,21%,1,-20%
CCN(CC)Cc1cc(NC2=NS(=O)(=O)c3ccccc32)ccc1OC(=O)c1ccccc1,-13%,-0.4,-1,-3.4,-25%,5%,-4%,-4,-12%
Cc1ccc(C(=O)N(CC(=O)NC2CCCCC2)c2ccccc2C)s1,7%,0.0,3,0.3,22%,-12%,0%,-7,-21%
CCC(C)(C)NC(=O)CN(C(=O)CNS(=O)(=O)c1ccc(F)cc1)c1ccc2c(c1)OCCO2,5%[0.0914 µM],0.2,14,0.7,-1%[57.1 µM],-2%,-11%,-11,0%
COc1ccc(CC(=O)Nc2cc(S(C)(=O)=O)ccc2Cl)cc1S(=O)(=O)N1CCOCC1,-5%,nt,nt,nt,-5%,5%,-5%,nt,-9%
CC(=O)CCc1ccc(OCCCCN2CCC(Cc3ccccc3)CC2)cc1,5%[57.1 µM],0.6,54*,-0.4,20%[57.1 µM],5%,-2%,0,-15%
Cc1ccccc1OC(=O)c1cccnc1,7%,-0.1,9,-0.1,29%,-3%,-2%,0,-20%
Cc1nn(-c2ccc(F)cc2)c(-n2cccc2)c1C(=O)NCCc1ccc(Cl)cc1,-11%,2.6,nt,1.3,7%,10%,?,-6,-14%
Cc1cccc(NC(=O)Cn2cc(S(=O)(=O)N3CCCC3)c(S(=O)(=O)N3CCCC3)c2)c1C,-10%,0.8,nt,0.3,-4%,11%,1%,7,?
Cc1oc(-c2cccc(Cl)c2)nc1CN1CCC(C(=O)NCc2ccco2)CC1,17%,0.0,-2,0.5,24%,9%,2%,-3,-6%
COc1ccc(O)c(/C=N/NC(=O)c2ccc(OCc3cccc(Br)c3)cc2)c1,9%,0.3,1,1.5,17%,-3%,7%,-5,-6%
CCOC(=O)/C(=N\Nc1cccc(C(F)(F)F)c1)N(CCOC)CCOC,-2%[57.1 µM],-0.2,6,-0.3,-15%[57.1 µM],12%,0%,-8,-10%
Cc1cccc(NC(=S)NNC(=O)c2ccc(O)cc2O)c1C,8%,0.4,1,-0.2,9%,0%,2%,-4,-25%
Cc1cccc(Cn2cc3c(=O)n(CC(=O)Nc4ccc(C)c(F)c4)nc-3c3cc(F)ccc32)c1,6%,0.2,nt,1.0,20%,6%,1%,-8,11%
CCN(CC)C(=S)SCC(=O)c1ccc(F)cc1,10%[57.1 µM],-1.1,nt,nt,20%,2%,-5%,5,-10%
CN(O)/C=C1\C(=O)Nc2ccccc21,-13%,0.6,-2,0.6,?,2%,19%,8,-5%
COc1ccc(-c2nc(SCC(=O)N3CCC(C)CC3)n[nH]2)cc1,3%[57.1 µM],-0.5,nt,-0.3,7%[57.1 µM],-16%,4%,-5,18%
Cc1cc(C(=O)N=Nc2c(O)n(C(C)C)c3ccccc23)n[nH]1,-6%[57.1 µM],-0.9,-3,0.7,3%[57.1 µM],2%,3%,-4,-14%
CNC(=O)COC(=O)/C=C/c1c(C)nn(-c2ccccc2)c1C,-15%,-0.8,-1,-0.9,-9%,-1%,3%,9,-5%
O=c1c([N+](=O)[O-])c[nH]c2ccccc12,-1%,0.0,-16,-0.9,22%,0%,1%,3,-19%
CC(=O)OC[C@H]1COc2ccc3ccccc3c2[C@H]1N(C)C(C)=O,-9%,0.0,-30,2.3,-10%,-9%,-1%,1,-9%
Cc1ccc(CNC(=O)CSc2nnc3c(n2)[nH]c2ccc(F)cc23)cc1,-8%,0.1,-3,0.5,13%[57.1 µM],-4%,7%,-6,-3%
Nc1cccc2c1C(=O)N(Cc1cccc(Cl)c1)C2=O,14%[57.1 µM],1.3,-15,-0.4,14%[57.1 µM],-4%,?,-6,-12%
CCc1cc(C)cc(OCCNC(=O)c2cncc(Br)c2)c1,-4%,0.0,-7,-0.2,5%,3%,-6%,10,-9%

# As a working copy, part of the list above:
SMILES,TrxR1 substrate,TRHR agonist,D2 antag,D2 agonist,rTrxR1 inhibitor,mIDH1 inhibitor,Pin1 inh,TRHR enhancer,USP1 inh
Nc1cccc2c1C(=O)N(Cc1cccc(Cl)c1)C2=O,14%[57.1 µM],1.3,-15,-0.4,14%[57.1 µM],-4%,?,-6,-12%
CCc1cc(C)cc(OCCNC(=O)c2cncc(Br)c2)c1,-4%,0.0,-7,-0.2,5%,3%,-6%,10,-9%

# Later entries.
SMILES,TrxR1 substrate,TRHR agonist,D2 antag,D2 agonist,rTrxR1 inhibitor,mIDH1 inhibitor,Pin1 inh,TRHR enhancer,USP1 inh
CCc1ccc2oc(=O)cc(CN3CCCCC3)c2c1,-5%,-0.2,20,-1.3,-4%,-11%,2%,-1,-17%
Cc1cccc(NC(=S)c2nc3ccccc3s2)c1,-2%,0.0,-2,0.2,-11%,0%,6%,-11,-21%
Cc1ccc(S(=O)(=O)N[C@H](C(=O)N2CCC(C(=O)NCC(=O)O)CC2)C(C)C)cc1,5%,-0.3,8,0.2,17%,4%,24%,0,0%
CCOC(=O)c1ccc(Nc2cc(C)nc3ncnn23)cc1,-1%,-0.1,8,1.1,7%,0%,5%,1,-11%
CN(CC(=O)Nc1ccc(N2CCOCC2)cc1)CC(=O)Nc1ccc(C(F)(F)F)cc1,-9%,0.2,7,0.5,14%[57.1 µM],11%,0%,12,-35%
COc1ccc(O[C@H]2C=C[C@@H](c3ccccc3)O[C@@H]2COC(=O)CCC(C)=NO[C@@H]2O[C@H](COC(C)=O)[C@@H](OC(C)=O)[C@H](OC(C)=O)[C@H]2OC(C)=O)cc1,nt,0.3,10,0.5,nt,nt,nt,8,nt
CCCCC(=O)Nc1c(O)c2ccccc2[nH]c1=O,21%[57.1 µM],-1.5,-13,-0.9,3%[57.1 µM],4%,-2%,5,-3%
CC(C)COc1ccc(C(=O)NC(=S)Nc2ccc(CN3CCOCC3)cc2)cc1,2%[57.1 µM],-0.2,nt,nt,0%[57.1 µM],0%,1%,-1,12%
CC(=O)Nc1ccc(S(=O)(=O)N(C)CC(=O)OC(C)C(=O)NC2CCCCC2)cc1 (stereo not drawn),-4%,0.0,21,0.1,0%,6%,-2%,2,-20%
Oc1oc(-c2ccco2)nc1C=Nc1ccccc1,3%,-0.5,0,-1.5,-10%,-3%,1%,14,-20%
Cc1cc(C)nc(N2CCN(c3nnnn3-c3ccccc3)CC2)n1,11%,-1.4,5,-0.3,14%,9%,-5%,-1,-11%
COc1cccc(C(=O)N(Cc2sccc2C)C2CCS(=O)(=O)C2)c1 (stereo not drawn),5%,-0.5,nt,0.5,25%,nt,-8%,-2,-22%
CCc1cccc(NC(=O)C2CCCN2S(=O)(=O)c2ccc3c(c2)n(C)c(=O)c(=O)n3C)c1 (stereo not drawn),4%[57.1 µM],-0.2&0.4,-3,-0.4&-0.3,15%[57.1 µM],-4%&-6%,0%&18%,-1&-6,3%&-2%
CCOc1ccccc1NC(=O)Cn1nnc2sc(-c3ccccc3)cc2c1=O,5%,-0.9,nt,0.1,-7%,nt,38%[activator],1,-14%
N#Cc1ccc(N2Cc3ccccc3C2=NC(=O)c2cccs2)cc1,9%,-0.5,8,-0.6,5%,-6%,38%[activator],-3,-13%
COc1ccccc1CNC(=O)CCCCn1c(=O)c2ccccc2n(CC(=O)Nc2cccc(Cl)c2)c1=O,0%,-0.1,nt,0.5,23%,-11%,21%,11,-22%
C#CCOCCOCCOCCNc1nc(N2CCN(C(=O)[C@H](CCC(=O)O)n3cc([C@@H](N)CCCCN)nn3)CC2)nc(N2CCN(C(=O)[C@H](CCC(=O)O)n3cc([C@@H](N)CCCCN)nn3)CC2)n1,6%,nt,nt,nt,5%,2%[38.3 µM],2%,nt,-16%
COc1cc(OC)c(NC(=O)C2CCN(S(=O)(=O)c3ccc4c(c3)oc(=O)n4C)CC2)cc1Cl,-5%,0.5,nt,0.5,8%,-2%,-14%,-5,-15%
CC(C)CN=C(NS(=O)(=O)c1ccccc1)C(Cl)(Cl)Cl,12%[57.1 µM],0.0,-6,-0.2,44%,1%,-1%,-3,-12%
Cc1ccc(CNC(=O)CCCCCn2c(=O)[nH]c3ccccc3c2=O)cc1,2%[57.1 µM],-0.9,nt,-0.1,6%[57.1 µM],7%,6%,-3,-14%
Cc1cc(=O)oc2cc(NC(=O)c3cc4ccccc4o3)ccc12,nt,-0.9,-4,0.6,nt,nt,nt,-1,nt
COc1ccc(/C=C2\C(=O)N(c3c(Cl)cc(Cl)cc3Cl)N=C2NC(=O)c2cccc([N+](=O)[O-])c2)cc1,-14%,0.0,-3,0.3,4.5µM*,-24%,nt,-10,-27%
CCNC(=O)c1ccc(C2SCC(=O)N2Cc2ccco2)cc1 (stereo not drawn),1%,0.0,-3,0.3,?,10%,-9%,9,-15%
CSc1nnc(C(C)(C)C)c(=O)n1/N=C/c1ccccc1,7%[57.1 µM],0.2,-16,2.2,11%[11.4 µM],3%,-1%,-2,-16%
COc1cc(/C=N/n2nnnc2N)ccc1OC(C)=O,-2%[57.1 µM],0.1,10,0.8,2%[57.1 µM],-7%,-1%,2,-25%
COc1ccc(-c2[nH]nc3c2C2(C(=O)N(CC(=O)O)c4ccccc42)C(C#N)=C(N)O3)cc1OC (stereo not drawn),5%,0.8,nt,nt,-3%,4%,-14%,11,-14%
CCOC(=O)c1c(C)[nH]c(O)c1C=Nc1ccc(C(F)(F)F)cc1,9%[57.1 µM],nt,nt,nt,-25%[57.1 µM],0%,?,nt,-12%

# Source: PubChem BioAssay (National Center for Advancing Translational Sciences (NCATS))
